C-LANA FP: blocks KSHV LANA C-terminal domain binding to DNA. inhibition, % at 9 µM. 340,000 tested, 0.078% active. MBP-C-LANA/FAM-LBS DNA binding, fluorescence polarization;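 active means highest replicate inhibition at or above 60% at 9 µM, even if other replicates fall short; inactive means all replicates below 60% inhibition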;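 further: 0% = neutral control wells and 100% = 4 µM acridine orange control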
cardiac RTF act: increases calcium sensitivity of human cardiac regulated thin filaments; P19429+P45379; IANBD-labeled TnC RTF fluorescence at EC20 calcium; 0% EC20 calcium, 100% full calcium; activation, % at 7.2 µM; 340,000 tested, 0.24% active; AID 493008;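 active means activation above the mean over all tested compounds plus 3 SD, cut at about 30% in these data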;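 further: rise in fluorescence read as greater calcium sensitivity of cardiac thin filaments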
MOR-DOR ag: OPRM1-OPRD1 heterodimerization agonism. P35372+P41143. cells, luminescence. activation, % at 9.3 µM. 340,000 tested, 0.3% active; in the data active means activation above about 18%;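 further: 0% = vehicle-treated cells and 100% = reference agonist; values of inactives mirror those of a sister screen read the other way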
Cardiac RTF inh: cardiac RTF calcium desensitization | IANBD-labeled cardiac RTF, Ca2+ fluorescence | AID 493244 | inhibition, % at 7.15 µM | 340,000 tested, 0.12% active;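 active means inhibition above the mean inhibition of all tested compounds plus 3 SD, cut at about 17% in these data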;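 further: assay run at fixed EC70 calcium of 1.6 mM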
Keap1-Nrf2 PPI: inhibitors of human Keap1-Nrf2 protein-protein interaction | Q14145 | Keap1 Kelch-Nrf2 peptide fluorescence polarization, 1536-well | inhibition, % at 9.4 µM | 340,000 tested, 0.15% active | AID 504523; in the data active means inhibition above about 12%;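 further: human Keap1 Kelch domain with fluorescein labeled Nrf2 9mer peptide probe; 0% = neutral control wells and 100% = peptide positive control; higher means more block of Keap1 binding to Nrf2 peptide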
Target sequence (Q14145 whole entry, looked up, the tested form may be a part): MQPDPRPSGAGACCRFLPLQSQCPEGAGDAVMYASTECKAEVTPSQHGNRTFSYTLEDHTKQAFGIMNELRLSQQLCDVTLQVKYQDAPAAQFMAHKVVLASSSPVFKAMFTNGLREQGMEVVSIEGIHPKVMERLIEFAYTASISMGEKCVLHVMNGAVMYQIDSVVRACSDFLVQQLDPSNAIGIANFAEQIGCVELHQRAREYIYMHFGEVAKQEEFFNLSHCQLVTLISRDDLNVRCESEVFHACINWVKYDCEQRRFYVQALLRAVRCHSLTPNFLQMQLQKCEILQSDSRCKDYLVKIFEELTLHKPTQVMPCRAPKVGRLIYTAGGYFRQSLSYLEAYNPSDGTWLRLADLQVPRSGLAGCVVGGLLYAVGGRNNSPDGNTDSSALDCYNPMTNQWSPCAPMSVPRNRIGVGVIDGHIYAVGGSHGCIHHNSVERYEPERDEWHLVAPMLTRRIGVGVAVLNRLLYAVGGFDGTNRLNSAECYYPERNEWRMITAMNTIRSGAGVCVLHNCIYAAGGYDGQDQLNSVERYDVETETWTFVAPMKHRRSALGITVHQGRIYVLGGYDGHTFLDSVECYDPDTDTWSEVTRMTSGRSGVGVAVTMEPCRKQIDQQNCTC
HTR5A inv ctr: HTR5A inverse agonism, opioid heterodimer counter-screen. P47898. HTR5A cell line, luminescence. inhibition, % at 9.3 µM. 340,000 tested, 0.083% active. AID 504634; in the data active means inhibition mostly above about 23%, no sharp cut-off; inactive means mostly below about 18%;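 further: 0% = cells with DMSO and 100% = no-cell wells with DMSO; some compounds called inactive have numbers as strong as hits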
Target sequence (P47898 whole entry, looked up): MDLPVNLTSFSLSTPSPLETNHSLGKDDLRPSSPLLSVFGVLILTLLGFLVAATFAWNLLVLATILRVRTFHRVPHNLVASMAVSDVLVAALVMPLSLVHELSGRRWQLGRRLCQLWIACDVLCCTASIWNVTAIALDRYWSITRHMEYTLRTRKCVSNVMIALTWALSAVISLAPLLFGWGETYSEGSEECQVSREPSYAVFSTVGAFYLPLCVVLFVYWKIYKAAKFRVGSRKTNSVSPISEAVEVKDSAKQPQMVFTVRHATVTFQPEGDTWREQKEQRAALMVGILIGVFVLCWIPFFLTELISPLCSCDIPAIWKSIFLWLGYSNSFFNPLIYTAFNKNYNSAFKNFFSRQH
CAL PDZ FP: blocks peptide binding to the human CAL PDZ domain. inhibition, % at 24.9 µM. AID 602252. 300,000 tested, 0.92% active. Q9HD26. purified CAL PDZ, TMR-peptide fluorescence polarization, 1 h;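 active means mean inhibition of at least 30% with at least half of replicates also reaching 30%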;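 further: 0% = DMSO neutral control and 100% = excess unlabeled competitor peptide PRC23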
V-ATPase pH: alters yeast V-ATPase proton transport; S. cerevisiae, pHLuorin cytosolic pH fluorescence; response, % at 10 µM; AID 504577; 350,000 tested, 0.37% active; in the data active means response mostly above about 7.3%, no sharp cut-off; inactive means mostly below about 5.4%; further: actives read high; inactives centre near 0; some compounds called inactive have numbers as strong as hits; reference of the scale not given here
OPRM1-OPRD1 inv: mu-delta opioid heterodimer inverse agonism. 340,000 tested, 0.21% active. cell-based MOR-DOR heterodimer luminescence. inhibition, % at 9.3 µM. P35372+P41143; in the data active means inhibition above about 22%, passing the limit was not always enough;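 further: 0% = cells with DMSO and 100% = wells without cells with DMSO; values of inactives mirror those of a sister screen read the other way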
HTR5A ag: HTR5A agonism, opioid heterodimer counter-screen; HTR5A agonist assay, luminescence, cell-based; activation, % at 9.3 µM; 340,000 tested, 0.61% active; AID 504692; in the data active means activation mostly above about 9.5%, no sharp cut-off; inactive means mostly below about 7.6%;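 further: 0% = cells with vehicle only and 100% = reference agonist; strong numbers were not always called active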
The depositor's hits bear a star; · = not tested or not shown.

Compound	V-ATPase pH	HTR5A ag	cardiac RTF act	OPRM1-OPRD1 inv	CAL PDZ FP	HTR5A inv ctr	C-LANA FP	Keap1-Nrf2 PPI	Cardiac RTF inh	MOR-DOR ag
COc1ccccc1NC(=S)NC1CCCCC1	0	2	2	11	-3	-8	1.2	3	5	-2.1
Cc1ccc(S(=O)(=O)N(C)C)cc1NC(=S)N1CCc2ccccc21	-1	0	3	4	49*	17	-0.2	-3	-3	-0.8
O=C(OCCOc1cccc(Cl)c1)c1cc(S(=O)(=O)N2CCCCC2)ccc1N1CCOCC1	0	12	-5	5	0	-32	-0.6	3	5	-0.8
Cc1cnc(C(=O)OCC(=O)c2cc(C)n(C)c2C)cn1	-1	3	1	11	-1	31	0.6	-5	-12	-2.3
CC(C)(C)n1ncc2c(=O)n(CC(=O)N3CCc4ccccc43)cnc21	0	-2	3	3	-2	-36	0.7	2	-7	-0.6
O=C1C2C3C=CC(C3)C2C(=O)N1CCCO (stereo not drawn)	-2	0	-9	-8	-1	14	-3.4	1	-9	1.3
OC(C#CCN1CCCCCC1)(c1ccccc1)c1cccnc1 (stereo not drawn)	3	-3	12	0	·	3	6.5	-1	-1	0.0
N#CCCn1nnc(-c2ccccc2F)n1	3	0	3	1	-2	-5	0.6	-4	-2	-0.2
COc1ccc(N(C)S(=O)(=O)c2c(C)[nH]c(=O)[nH]c2=O)cc1	-4	2	2	5	-5	-6	1.1	3	1	-1.0
Cc1nnc(SCC(=O)n2c3c(c4ccccc42)CCCC3)s1	8	-4	6	-8	-3	-14	-2.2	-1	-2	1.4

Reprinted from the part before: two entries; new compounds follow.
Compound	V-ATPase pH	HTR5A ag	cardiac RTF act	OPRM1-OPRD1 inv	CAL PDZ FP	HTR5A inv ctr	C-LANA FP	Keap1-Nrf2 PPI	Cardiac RTF inh	MOR-DOR ag
COc1ccc(N(C)S(=O)(=O)c2c(C)[nH]c(=O)[nH]c2=O)cc1	-4	2	2	5	-5	-6	1.1	3	1	-1.0
Cc1nnc(SCC(=O)n2c3c(c4ccccc42)CCCC3)s1	8	-4	6	-8	-3	-14	-2.2	-1	-2	1.4
O=C(Nc1ccc(C(=O)O)cc1)/C(=C/c1ccc([N+](=O)[O-])cc1)NC(=O)c1ccccc1	-1	6	-3	-27	1	-16	-0.2	-3	-4	4.8
CNc1oc(-c2cccs2)nc1S(=O)(=O)c1ccccc1	-2	4	5	3	-1	-10	0.4	-3	5	-0.6
CC(=O)c1c(N2CCOCC2)nc(=S)n(-c2ccc([N+](=O)[O-])cc2)c1C	-3	1	8	15	-5	-3	2.4	4	-4	-3.0
Cc1ccccc1Cn1nc(C)c(NC(=O)c2sc3ccccc3c2Cl)c1C	3	-1	-3	6	7	5	-0.5	-4	2	-1.1
CN(C(=O)COC(=O)c1sc2ccccc2c1Cl)C1CCCCC1	2	-1	0	6	-2	4	-1.4	1	6	-1.1
C=CCn1c(SCC(=O)NCc2ccco2)nnc1-c1ccc2ccccc2n1	2	0	3	11	-5	-31	-1.0	-3	-6	-1.9
O=C(Nc1ccc(Cl)cc1)OCc1cc(-c2ccccc2)on1	3	-5	7	5	0	-12	0.7	0	-4	-0.8
COc1ccc(S(=O)(=O)N2CCC(C(=O)N3CCN(C)CC3)CC2)cc1Cl	2	5	-6	-13	-2	-15	0.4	0	-1	1.7
N[C@@H](CO)c1cn([C@@H](Cc2cc3ccccc3[nH]2)C(=O)N2CCNCC2)nn1	-5	4	-7	5	-2	16	-1.2	-5	2	-1.0
CN(Cc1cccs1)C(=O)COc1cccc2c1OC(C)(C)C2	10	-2	1	-12	-1	10	-2.2	-1	-4	2.7
COc1ccc(C(=O)Nc2cccc3c2C(=O)NC3=O)cc1S(=O)(=O)N1CCOCC1	0	-1	-7	7	-1	-11	0.2	-2	5	-1.4
COc1cc(CNCc2ccncc2)ccc1OCC(N)=O	0	3	-2	13	5	-12	0.1	-2	-7	-2.7
CN1CCN(C(=O)/C(=C\c2cccs2)NC(=O)c2ccccc2)CC1	6	1	-5	12	-2	-3	0.6	-2	-24	-1.9
O=C(c1ccc(Cl)cc1)[C@@H]1[C@@H]2C(=O)N(c3ccc(Cl)cc3)C(=O)[C@@H]2C2c3ccccc3C=NN21 (stereo partly drawn)	-7	-2	6	-27	-2	6	0.1	-4	-15	5.2
CC(C)(C)CNc1cc(N2CCOCC2)ccc1[N+](=O)[O-]	2	1	0	2	·	-10	2.3	0	-14	-0.3
CCn1c(=O)n(CC)c2cc(S(N)(=O)=O)c(C)cc21	0	0	1	5	-1	15	0.1	2	-4	-1.0
Cn1c(=O)oc2cc(S(=O)(=O)NCc3ccc(C(=O)O)cc3)ccc21	-1	8	5	12	-1	11	0.2	-10	-15	-2.3
CCN(CC)S(=O)(=O)c1ccc(N=Nc2cc(C)cc(Br)c2O)cc1	2	-1	3	-9	-4	-1	-0.7	-4	3	1.9
COc1ccccc1CNC(=O)c1cc(-c2ccccc2)nn1CC1CC(c2cccnc2)=NO1 (stereo not drawn)	2	3	0	10	-2	-13	1.2	2	-1	-1.7
COc1ccc(C(=O)N/N=C/c2cc3ccccc3[nH]c2=O)cc1	-1	0	2	12	6	-1	-2.8	5	-4	-2.5
COc1ccc(N(C(=O)CNC(=O)c2cccs2)C(C(=O)NC2CCCC2)c2cccnc2)cc1 (stereo not drawn)	-2	1	4	17	2	-2	-1.6	0	-3	-3.4
c1ccc(-c2nc(N3CCCC3)nc3ccccc23)cc1	-3	3	-1	20	-1	-9	1.8	0	0	-3.9
O=C(CC(=O)N/N=C/c1ccccc1)NCc1ccccc1	0	-5	2	10	147*	12	1.1	-4	-1	-1.7
Cc1nn2c(NCCCn3ccnc3)cc(C(C)C)nc2c1-c1ccccc1	-6	-5	-3	-1	-1	-7	-2.5	6	-4	0.3
COC(=O)C(C(C)=O)C1=C/C(=N\S(=O)(=O)c2ccc(C)cc2)c2ccccc2C1=O (stereo not drawn)	0	3	-5	-14	·	-8	-1.0	6	-10	2.6
CC(CCc1ccccc1)NC(=O)COC(=O)c1ccc(S(C)(=O)=O)c([N+](=O)[O-])c1 (stereo not drawn)	0	-8	0	0	-6	20	-0.2	1	-10	0.1
CC(=O)Nc1ccc2c(c1)nc(CCNC(=O)c1ccco1)n2C	-3	-3	2	20	-1	2	-0.4	2	0	-3.2
Cc1cc(OCCN2CCC(Cc3ccccc3)CC2)ccc1[N+](=O)[O-]	-2	-2	-3	-31	0	6	-1.9	-6	0	6.5
O=C(Nc1ccccc1)OC(CN1CCCCC1)C(F)(F)F (stereo not drawn)	-7	-1	-9	2	-6	2	-1.5	1	5	-0.6
Cc1csc(=O)n1CCC(=O)OCC(=O)NNC(=O)c1ccccc1	-4	5	2	-3	-1	-13	1.6	3	-9	0.6
CC(C)(C)CN1CCNC(=O)C1CC(=O)NCc1cccc(-n2cccn2)c1 (stereo not drawn)	3	-3	0	14	2	8	0.6	-4	-4	-2.6
Cc1cc(NC(=O)Cn2c(C)nc3ccccc3c2=O)ccc1Br	2	-3	5	-22	18	7	-1.3	1	-12	5.3
CN(C)/C=C/C(=O)c1cnc(-c2ccccn2)s1	-2	0	-3	12	3	-1	0.6	-1	3	-2.4
CCS(=O)(=O)N1CCN(C(=O)CCC2CCCC2)CC1	-4	0	-2	1	10	0	2.0	2	8	-0.2
COc1ccccc1/C=C/C(=O)NCCc1ccccn1	3	3	-3	6	-1	-2	-0.9	-2	-3	-1.0
Nc1ncnc(Nc2ccc(S(N)(=O)=O)cc2)n1	1	3	-2	18	0	-9	0.8	-1	5	-3.5
Nc1c(C(=O)Nc2cccc(F)c2)nnn1-c1ccc2c(c1)OCCO2	-5	7	4	-48	-1	-17	-0.9	-6	0	8.6
CC(C(=O)Nc1ccc([N+](=O)[O-])cc1Cl)N1CCN(S(=O)(=O)c2cccs2)CC1 (stereo not drawn)	5	0	1	14	-2	-11	-1.4	1	-5	-3.6
COCCC(=O)N1CCCC(C(=O)c2ccc3c4c(cccc24)CC3)C1 (stereo not drawn)	0	-6	1	12	-4	15	-0.9	-1	-8	-2.3
Cc1ccc(NC(=O)C2(C)Cc3ccccc3C(=O)O2)cc1 (stereo not drawn)	-2	1	1	-6	0	-2	-0.9	-2	4	0.9
CCn1c(SCC(=O)Nc2nnc(C)s2)nnc1C(C)NC(=O)c1ccccc1F (stereo not drawn)	3	-2	-5	-5	-2	5	1.9	-4	-9	0.6
COc1ccccc1-c1cc(N)n[nH]1	-1	-1	5	5	-5	-2	-1.1	0	1	-0.9
CCN(/C=N/S(=O)(=O)c1ccc(Cl)cc1)CC	-3	1	-4	6	-5	-3	0.4	-1	-6	-1.1
CCCCC(CC)C(=O)Nc1cc(=O)[nH]c2nc3ccccc3n12 (stereo not drawn)	2	2	-6	9	-2	-8	0.2	-4	3	-2.0
Cc1cc(Nc2ccccc2)nc2cc(O)ccc12	0	-1	-6	-6	·	3	1.5	-4	0	1.2
CN(C)S(=O)(=O)c1ccc(C(=O)Nc2ccccc2[N+](=O)[O-])cc1	1	3	6	-10	-3	-7	-1.3	-6	-3	2.0
COc1cc(C(=O)Nc2cccc(-n3cnnn3)c2)cc(OC)c1OC	-2	1	13	-21	-3	-13	-1.6	-7	1	3.9
NC(N)=N/N=C/c1ccccc1	4	3	5	13	-1	20	0.3	-7	-8	-2.3
CCN(CC)CCCNC(=S)N1CCN(c2nc(-c3ccc(F)cc3)cs2)CC1	-3	3	0	-13	-2	-13	-1.5	-7	-5	2.6
CN1CCN(Cc2cc(=O)oc3ccc(Cl)cc23)CC1	4	0	0	11	5	-8	1.4	-3	-1	-2.1

Look-ups from the results shown:
CCCCC(CC)C(=O)Nc1cc(=O)[nH]c2nc3ccccc3n12 (stereo not drawn) in OPRM1-OPRD1 inv = 9
CN(C)S(=O)(=O)c1ccc(C(=O)Nc2ccccc2[N+](=O)[O-])cc1 in C-LANA FP = -1.3
CCN(/C=N/S(=O)(=O)c1ccc(Cl)cc1)CC in Cardiac RTF inh = -6

New compounds follow:
Compound	V-ATPase pH	HTR5A ag	cardiac RTF act	OPRM1-OPRD1 inv	CAL PDZ FP	HTR5A inv ctr	C-LANA FP	Keap1-Nrf2 PPI	Cardiac RTF inh	MOR-DOR ag
CCS(=O)(=O)c1ccc2c(c1)N(S(=O)(=O)c1cccs1)CC(C(=O)O)O2 (stereo not drawn)	-1	2	4	10	-8	-33	0.3	4	-5	-1.8
COc1ccc(-n2c(-c3ccc(F)cc3)cnc2SCC(=O)NCc2ccco2)cc1	1	-5	3	-6	-1	13	1.4	1	-13	1.0
O=[N+]([O-])c1ccc(C=NNc2ccc(S(=O)(=O)O)cc2)cc1	7	-2	-2	-5	0	6	3.8	-5	1	0.9
NC(=O)C1CC(=O)N(c2ccc(OCc3c(F)cccc3Cl)cc2)C1 (stereo not drawn)	0	6	0	-9	-4	-17	0.1	-1	1	1.2
CCSc1nc2c(c(=O)[nH]c(=O)n2C)n1CC(O)COc1ccccc1 (stereo not drawn)	5	-3	10	-3	-3	-8	2.2	-2	-7	0.5
COc1ccc(C2C3C(=O)N(Cc4ccccc4)C(=O)C3ON2c2ccccc2)c(OC)c1OC (stereo not drawn)	11	1	7	3	-3	16	-1.2	3	1	-0.6
